MEKK2mut PB1 HTS: signal of MEK5 binding to mutant human MEKK2 PB1 domain. bead flow cytometry, Alexa488-MEK5 binding to MEKK2 mutant. percent response, % at 10 µM. hit rate 0.35% among 290,000; in the data active = percent response above about 24%, passing the limit was not always enough; also: inactives centre near 1; some results filed as inactive read as strong as hits; reference of the scale not given here
MEKK2 WT-MEK5: raises or lowers MEK5 binding to wildtype human MEKK2 PB1 domain; bead flow cytometry, Alexa488-MEK5 binding to MEKK2 WT; actives lie on both sides; binding response (% of control), % at 10 µM; hit rate 1.1% among 290,000; Q9Y2U5; in the data active = binding response below about 67% or above about 130%
OXTR ag: human OXTR agonism. P30559. CHO-OTR cells, Fluo-8 calcium fluorescence; normalized: DMSO 0%, oxytocin 100%. activation, % at 3 µM. hit rate 0.32% among 320,000;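 active = activation above the mean of all tested compounds plus 3 SD, cutoff set per screening run, cut at about 20% in these data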;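 also: peak over basal fluorescence ratio from a 100 s FLIPR kinetic read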
PHOSPHO1 inh: blocks human PHOSPHO1 phosphatase activity. hit rate 1.1% among 290,000. inhibition, % at 13.3 µM. Q8TCT1. AID 1565. recombinant PHOSPHO1, absorbance phosphatase assay; in the data active = inhibition above about 60%
Target sequence (Q8TCT1 whole entry, looked up): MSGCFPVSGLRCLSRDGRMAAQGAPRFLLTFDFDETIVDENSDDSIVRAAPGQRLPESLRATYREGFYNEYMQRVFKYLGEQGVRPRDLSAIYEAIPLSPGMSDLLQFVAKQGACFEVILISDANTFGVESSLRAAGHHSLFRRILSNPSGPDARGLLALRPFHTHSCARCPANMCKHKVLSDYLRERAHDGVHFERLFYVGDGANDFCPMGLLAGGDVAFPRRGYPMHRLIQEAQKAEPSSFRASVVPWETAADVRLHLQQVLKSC
NALP1 inh: NALP1 inhibition; S. cerevisiae NALP1/ASC/caspase-1 growth, X-gal OD620, 72 h; inhibition, % at 10 µM; hit rate 0.61% among 280,000; in the data active = inhibition mostly above about 24%, no sharp cut-off; inactive = mostly below about 32%; also: some compounds called inactive have numbers as strong as hits
GPR7 antagonist: blocks human GPR7 receptor signaling | P48145 | GPR7-expressing cells, fluorescence antagonist assay | inhibition, % at 4.4 µM | hit rate 1.1% among 290,000 | AID 1861; in the data active = inhibition above about 16%, passing the limit was not always enough;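 also: cells stimulated with the agonist NPW; 0% = agonist with vehicle and 100% = vehicle without agonist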
Target sequence (P48145 whole entry, looked up): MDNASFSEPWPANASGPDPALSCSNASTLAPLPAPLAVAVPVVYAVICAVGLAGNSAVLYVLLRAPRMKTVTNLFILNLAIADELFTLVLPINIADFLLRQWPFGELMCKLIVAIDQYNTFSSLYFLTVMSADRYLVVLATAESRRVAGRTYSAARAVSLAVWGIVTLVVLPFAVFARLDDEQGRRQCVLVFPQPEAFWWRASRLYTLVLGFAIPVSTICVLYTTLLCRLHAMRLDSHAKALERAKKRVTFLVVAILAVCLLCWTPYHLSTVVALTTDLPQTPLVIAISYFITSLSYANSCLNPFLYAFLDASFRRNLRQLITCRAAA
GalR3 antagonist: blocks the human galanin receptor 3; O60755; HEK293 GalR3-CNG cAMP membrane potential fluorescence; galR3 body fused to GalR1 C-terminus; inhibition, % at 3 µM; hit rate 0.44% among 360,000;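 active = inhibition above the screen-wide average plus 3 SD, cut at about 13% in these data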;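 also: forskolin and galanin both at EC90 stimulate the cells; cAMP rise reported by CNG channel membrane potential dye signal; 0% = forskolin plus galanin with DMSO and 100% = forskolin alone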
Target sequence (O60755 1-299 limits assumed): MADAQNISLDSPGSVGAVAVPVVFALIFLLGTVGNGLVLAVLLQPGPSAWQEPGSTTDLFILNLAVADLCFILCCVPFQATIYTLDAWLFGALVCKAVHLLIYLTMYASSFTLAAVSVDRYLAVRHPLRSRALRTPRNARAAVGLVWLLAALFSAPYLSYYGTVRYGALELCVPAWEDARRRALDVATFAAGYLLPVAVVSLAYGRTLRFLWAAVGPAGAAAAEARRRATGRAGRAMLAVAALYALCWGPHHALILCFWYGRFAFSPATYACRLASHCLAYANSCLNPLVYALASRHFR
V1R ag counter: counter-screen for oxytocin receptor agonists: human V1a receptor agonists; P37288; CHO-V1R cells, Fluo-8 calcium fluorescence, agonist mode; 0% DMSO, 100% 3 nM vasopressin; activation, % at 3 µM; hit rate 0.25% among 320,000;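 active = activation above the mean activation of all tested compounds plus 3 SD, per screening run, cut at about 20% in these data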;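 also: signal is peak over basal fluorescence ratio across a 100 second FLIPR read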
MEKK3 PB1 HTS: modulators (inhibitors or enhancers) of MEK5 binding to human MEKK3 PB1 domain; hit rate 1.4% among 290,000; binding response (% of control), % at 10 µM; Q99759; AID 1529; bead-based flow cytometry, Alexa488-MEK5 binding to MEKK3; actives lie on both sides; 0 = blocked by unlabeled MEK5, 100 = vehicle;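 active = binding response more than 3 SD above or below the average of its plate-row segment, actives on both sides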;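 also: Alexa488 bead fluorescence after subtracting the streptavidin-only scavenger bead signal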
* = called active by the depositor; . = no result given; & = joins results of further samples; [ ] = remark or other dose.

SMILES,MEKK2mut PB1 HTS,MEKK2 WT-MEK5,OXTR ag,PHOSPHO1 inh,NALP1 inh,GPR7 antagonist,GalR3 antagonist,V1R ag counter,MEKK3 PB1 HTS
CC(C)CN1C(=O)c2ccc(NC(=O)Cc3ccccc3)cc2C1=O,1,106,-0.4,42,4,-9,-8,2.8,100
CCCCCc1nnc(NC(=O)NS(=O)(=O)c2ccc(C)cc2)s1,0,98,0.3,10,9,-7,-8,-0.8,99
CCCNc1nc2c(c(=O)[nH]c(=O)n2C)n1CCc1ccccc1,8,105,-1.0,13,.,-7,0,-0.6,103
O=[N+]([O-])c1ccccc1OCCN1CCCC1,7,111,0.9,.,.,-9,-10,-0.5,105
COc1cccc2cc(C(C)N(CCCN3CCOCC3)C(=O)Nc3ccccc3)oc12 (configuration not stated),3,103,-0.4,21,-16,17,-2,-0.3,101
NS(=O)(=O)c1ccc(NC(=O)/C=C/c2cccs2)cc1,-4,95,-0.5,39,.,-7,0,0.0,103
CCOC(=O)N1CCC(NC(=O)C2CCN(S(=O)(=O)c3ccc4c(c3)oc(=O)n4C)CC2)CC1,-11,90,-0.1,-13,-4,-2,-6,0.5,111
COc1ccccc1N1CCN(C(=O)NC23CC4CC(CC(C4)C2)C3)CC1,1,108,-2.5,34,0,-14,-3,-0.5,99
Cc1cccc(NC(=O)N2CCN(Cc3ccccc3)CC2)c1,3,98,0.6,-4,-78,-12,-6,0.1,84
Cc1cccn2c(=O)c3cc(C#N)c(=O)n(CCCN4CCOCC4)c3nc12,-2,99,0.5,3,.,-10,-3,0.3,101
O=C(NCc1ccccc1)c1ccccc1CO,-2,98,0.6,1,9,-3,-3,0.7,95
COc1cccc(-c2nc(-c3ccccc3)c(-c3ccccc3)[nH]2)c1OCC(=O)O,4,101,.,20,5,-9,-9,.,98
COc1ccc(C(=O)Nc2cc(C)on2)cc1S(=O)(=O)N1CC(c2ccccc2)CC1=O (configuration not stated),2,102,-0.8,5,30,-10,-5,0.6,104
COc1ccnc2c1c(=O)n(Cc1cccc(F)c1)c(=O)n2C,4,102,-1.2,30,5,-12,1,0.4,103
CCOC(=O)c1[nH]c(CSc2nnc(-c3ccc(OC)cc3)o2)c(C(=O)OCC)c1C,3,104,-0.5,54,4,-4,1,0.1,105
CC(=O)[C@@H]1[C@@H]2C(=O)N(c3ccccc3F)C(=O)[C@@H]2[C@H]2c3ccccc3C=NN12,-10,92,1.4,19,8,-11,-2,0.4,93
CCCCCOc1ccc(NC2=CC(=O)CCC2)cc1,-1,103,-0.5,7,15,-5,-11,1.2,102
Nc1cc(N2CCCCC2)c([N+](=O)[O-])cc1Cl,3,103,-2.5,-8,36,-9,-3,-1.3,103
CCCCOc1ccc(C(=O)CCN2CCCCC2)cc1,2,103,3.0,4,46*,-11,.,1.7,82
COc1cc(CNCCc2c[nH]c3ccccc23)ccc1OCc1ccccc1F,60*,244*,22*,23,23,24,4,11,115
O=C(Cn1cc(C(F)(F)F)cc(Cl)c1=O)Nc1cc(Cl)cc(Cl)c1,-3,96,0.2,25,13,-3,-2,-0.8,104
O=C(NC1CCCC1)C(c1ccc(Cl)cc1)N(C(=O)c1csnn1)C1CC1 (configuration not stated),2,103,0.1,-6,13,-3,-4,2.5,102
O=C(Cc1cccs1)Nc1nnc(SCc2ccc(F)cc2)s1,29,113,-2.7,-9,29,-7,1,-0.8,108
CCOc1ncccc1C(=O)N1CCN(Cc2ccc3c(c2)OCO3)CC1,-2,99,3.1,-5,15,-6,0,-0.3,100
CN1CCN(C(=O)c2ccc(-c3cccs3)s2)CC1,-1,101,0.4,-8,10,-5,0,-0.4,99
Cc1cc(C)cc(-n2cc[nH]c2=S)c1,-2,100,-0.6,2,19,-8,-4,-0.3,94
O=[N+]([O-])c1ccc(N2CCN(S(=O)(=O)c3ccccc3)CC2)c2cccnc12,-13,89,2.4,41,-1,-12,0,3.2,94
O=[N+]([O-])c1ccc(OCc2cnc(Cl)s2)cc1,-4,99,.,38,18,-8,1,.,98
COc1ccc(C2C(C#N)=C(N)OC3=C2C(=O)CC(C)(C)C3)cc1Cn1cc([N+](=O)[O-])cn1 (configuration not stated),9,117,-1.0,7,.,-7,3,-0.4,97
O=C(c1ccccc1-c1ncc[nH]1)N1CCc2c([nH]c3ccccc23)C1c1ccccn1 (configuration not stated),-13,74,3.2,41,7,14,-1,0.8,86

Gathered by group: the entries above with an aryl thioether with sulfur outside any ring
SMILES,MEKK2mut PB1 HTS,MEKK2 WT-MEK5,OXTR ag,PHOSPHO1 inh,NALP1 inh,GPR7 antagonist,GalR3 antagonist,V1R ag counter,MEKK3 PB1 HTS
CCOC(=O)c1[nH]c(CSc2nnc(-c3ccc(OC)cc3)o2)c(C(=O)OCC)c1C,3,104,-0.5,54,4,-4,1,0.1,105
O=C(Cc1cccs1)Nc1nnc(SCc2ccc(F)cc2)s1,29,113,-2.7,-9,29,-7,1,-0.8,108

Other compounds follow:
SMILES,MEKK2mut PB1 HTS,MEKK2 WT-MEK5,OXTR ag,PHOSPHO1 inh,NALP1 inh,GPR7 antagonist,GalR3 antagonist,V1R ag counter,MEKK3 PB1 HTS
Cc1cc(C)c(S(=O)(=O)N(CC(=O)N2CCOCC2)C2CCCCC2)c(C)c1,1,93,1.5,9,2,-1,-6,-0.7,96
Cc1ccc(NC(=O)C2CCC(CNc3c(N4CCC(C)CC4)c(=O)c3=O)CC2)cc1F (configuration not stated),-3,96,0.3,37,.,-6,7,1.2,103
CCOc1ccc(-c2c(C(=O)N/N=C(\C)c3cccnc3)nnn2-c2nonc2N)cc1,-4,103,-1.1,16,19,2,-4,1.2,100
COc1cccc(OC)c1C(=O)NCCSC1CCCCC1,4,105,-1.6,32,-7,-2,-2,0.5,92
O=C(Nc1ccc(CN2CCCCC2)cc1)c1ccc(Br)o1,8,108,1.5,-7,13,14,-3,1.5,108
COc1cccc2c1-c1c(C(=O)O)cccc1C2=O,3,108,0.5,14,11,-21,-7,2.0,108
Cc1cc(C)c(/C([O-])=C(/C(=S)Nc2ccc(SC(F)F)cc2)[n+]2ccccc2)cc1C,-4,96,-1.9,-90,1,-13,-11,-0.9,103
CCOC(=O)c1ccc(NC(=O)N2C3CCCC2CC(NC(C)=O)C3)cc1 (configuration not stated),1,104,-0.7,.,7,2,-3,-0.2,103
O=C1N=c2ccccc2=C1c1[nH]c(=S)[nH]c1O,2,106,-1.8,39,27,-1,1,-0.1,66*[inhibitor]
COc1ccc(C)cc1NC(=O)COC(C)=O,-5,79,0.9,-14,31,-16,1,1.7,74*[inhibitor]
Cc1cc(C)n(-c2ccc(Cl)c(C(=O)O)n2)n1,1,101,-0.5,18,1,-13,8,-0.1,99
CCOCCCNC(=O)Cn1nc(Cc2ccncc2)c2ccccc2c1=O,5,110,0.0,16,1,-7,-5,-1.0,103
Cc1ccc(-c2c[n+]3c(n2-c2ccccc2)CCC3)cc1,6,89,-0.8,6,0,-5,-2,2.0,99
CC1(C)C(=S)N(Cc2ccccc2)c2ccccc21,12,113,-1.8,.,.,-26,-9,0.1,112
COc1ccccc1CNC(=O)CCNC(=O)C1CCN(S(=O)(=O)c2ccccc2)CC1,2,102,-0.1,40,11,1,-4,0.0,101
COc1ccccc1NC(=S)NC(=O)CCc1ccccc1,3,104,0.6,37,20,0,-3,0.0,104
O=C(Cn1c[n+](CC(=O)c2ccc([N+](=O)[O-])cc2)cn1)c1ccc([N+](=O)[O-])cc1,-3&-10,102&96,0.8&-1.2,25&-12,.,-4&-10,2&-7,0.7&1.5,105&94
CC1CCC2(CC1)NC(=O)N(Cc1cccc(C(F)(F)F)c1)C2=O (configuration not stated),0,100,-1.8,-21,3,-6,-5,-0.2,115
CCc1ccc(C(=O)N2CCC(c3nc4ccccc4s3)CC2)cc1,-1,105,3.4,18,1,7,-6,4.5,100
COC(=O)c1ccccc1COn1c(=O)c(C)[n+]([O-])c2ccccc21,3,108,-1.0,19,4,-12,-5,-1.2,103
CCOc1ccccc1NC(=O)c1ccc2c(c1)C(=O)N(CC(C)C)C2=O,7,103,-1.0,14,13,-21,-6,0.9,103
O=C(Oc1ccccc1)c1cccc2cccc(C(=O)Oc3ccccc3)c12,-20,85,.,34,15,4,5,.,92
CCOC(=O)C1C(=O)C=C(c2ccc(C)cc2)CC1c1ccco1 (configuration not stated),1,102,-1.8,12,5,3,-7,-0.5,103
CCN(CC)c1ccc(NC(=O)C2CC3CCC2C3)cc1 (configuration not stated),10,101,-2.2,34,12,1,-5,-1.3,104
CCC(=O)c1ccc(Oc2ccc(C(=O)c3ccc(C)cc3)cc2[N+](=O)[O-])cc1,1,108,-0.3,3,18,8,-3,0.0,107
CCOC(=O)c1cc2sc(C)cc2n1CC(=O)NCc1ccc(F)cc1,-3,95,-1.8,14,26,1,-6,-0.8,92
COc1ccc(NC(=S)Nc2ncccc2C)c(OC)c1,2,103,-1.1,26,2,-4,-7,-0.8,105
COc1cccc(CN(C)Cc2cc(=O)oc3c(C)c(C)ccc23)c1,2,102,.,.,6,-18,-2,.,104
Cc1cc2oc(C(=O)NCCc3ccc(S(N)(=O)=O)cc3)cc(=O)c2cc1C,1,104,-0.7,10,8,-4,-11,0.7,102
CCCn1c(SCC(=O)Nc2ccc(OC)cc2[N+](=O)[O-])n[nH]c1=O,-9,100,-0.9,14,15,-2,-2,0.9,103
CNCCCOc1cc(C)cc(C)c1C,1,97,2.1,34,12,2,-10,1.1,100
Cc1cc(=O)oc2c1c(C(F)(F)F)nn2-c1ccccc1,5,108,-3.0,40,-5,-14,-2,-0.9,103
COc1ccccc1-c1nc(S(=O)(=O)c2ccccc2)c(N2CCCCC2)o1,0,102,-0.9,32,9,-20,-5,-0.3,100
CN(C)c1ccc2c3c(cccc13)C(=O)N(c1ccccc1)C2=O,-9,89,2.4,-10,4,5,.,4.6,97
CC1CCN(S(=O)(=O)c2cc([N+](=O)[O-])ccc2Cl)CC1,-3,92,-2.3,-23,22,-2,-1,2.0,93
CCN(CC)C(=O)CSc1nc(-c2ccco2)cc(C(F)(F)F)c1C#N,1,101,-1.8,-26,-16,-11,-2,-1.0,102
COC(=O)CNC(=O)COC(=O)c1ccc(OC)c([N+](=O)[O-])c1,1,105,0.6,-6,24,-7,-5,0.5,101
CC(=O)COc1cc(C)cc2oc(=O)cc(-c3ccccc3)c12,3,100,-0.4,17,10,-1,-2,1.0,95
O=C(Nc1ccccc1N1CCN(C(=O)c2ccc(Cl)cc2)CC1)c1ccc([N+](=O)[O-])o1,6,107,-1.1,43,11,-4,.,0.5,104
C=C(C)COc1ccc(-c2n[nH]c(C)c2-c2ccccc2)c(O)c1,3,106,-1.6,11,13,-11,-2,0.5,107
Cc1cc(C)cc(NC(=O)c2ccc(S(=O)(=O)N(C)CC3CCCO3)cc2)c1 (configuration not stated),7,109,-2.3,43,7,-8,-6,1.1,105
Cc1cc(C)c(-n2nnnc2SCC(=O)c2cccs2)c(C)c1,1,98,-1.6,27,4,-9,3,0.2,100
CCOC(=O)c1cnn(C)c1NC(=O)c1ccc(Cl)cc1Cl,-7,101,0.0,.,9,14,.,-0.5,101
O=C(Nc1ccc(CN2CCOCC2)cc1)c1ccc2ccccc2c1,-2,105,2.0,0,3,3,-5,3.4,97
CC(=O)Nc1ccc(NC(=O)CC(C)n2ccnc2)cc1 (configuration not stated),0,102,1.1,42,19,6,-5,0.9,104
